Screening data: PubChem, several laboratories
SSB-PriA inh – inhibitors of Klebsiella pneumoniae PriA binding to SSB C-terminal tail, primary screen, biochemical, AlphaScreen. AlphaScreen SSBct-PriA binding, biotinylated peptide. inhibition, % at 33 µM. 0.6% of 430,000 active; in the data active = inhibition mostly above about 37%, no sharp cut-off; inactive = mostly below about 20%;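 note: plate controls were negative control peptide for no effect and reference peptide for full effect; strong numbers were not always called active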
VHR inh abs – VHR1 phosphatase inhibitors, primary screen, biochemical, absorbance, uHTS. 0.52% of 290,000 active. recombinant VHR phosphatase, pNPP absorbance. inhibition, % at 13.3 µM. Dual specificity protein phosphatase 3 (Homo sapiens), P51452; in the data active = inhibition above about 50%; note: some compounds called inactive have numbers as strong as hits
Target sequence (P51452 whole entry, looked up): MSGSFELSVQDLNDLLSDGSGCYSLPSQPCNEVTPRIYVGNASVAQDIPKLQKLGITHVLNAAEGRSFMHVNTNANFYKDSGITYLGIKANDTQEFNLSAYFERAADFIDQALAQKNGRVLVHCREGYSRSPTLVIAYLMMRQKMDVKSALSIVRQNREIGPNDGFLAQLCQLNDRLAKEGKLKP
GDH-TPI inh – GDH-TPI coupling enzyme inhibitors, primary screen, artefact control for M. tuberculosis FBA inhibitor project, biochemical, absorbance, full deck; AID 588335, 2011; 1.2% of 360,000 active; GDH-TPI coupled enzyme counterscreen, NADH absorbance; inhibition, % at 4.8 µM; in the data active = inhibition above about 30%;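 note: 0% = DMSO wells and 100% = wells lacking the enzyme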
Mtb UGM inh – M. tuberculosis UGM enzyme inhibitors, primary screen, biochemical, fluorescence polarization, single point; purified UGM, fluorescence polarization probe displacement; inhibition, % at 10 µM; 0.06% of 320,000 active; in the data active = inhibition above about 10%, passing the limit was not always enough
Target sequence (P9WIQ1 whole entry, looked up): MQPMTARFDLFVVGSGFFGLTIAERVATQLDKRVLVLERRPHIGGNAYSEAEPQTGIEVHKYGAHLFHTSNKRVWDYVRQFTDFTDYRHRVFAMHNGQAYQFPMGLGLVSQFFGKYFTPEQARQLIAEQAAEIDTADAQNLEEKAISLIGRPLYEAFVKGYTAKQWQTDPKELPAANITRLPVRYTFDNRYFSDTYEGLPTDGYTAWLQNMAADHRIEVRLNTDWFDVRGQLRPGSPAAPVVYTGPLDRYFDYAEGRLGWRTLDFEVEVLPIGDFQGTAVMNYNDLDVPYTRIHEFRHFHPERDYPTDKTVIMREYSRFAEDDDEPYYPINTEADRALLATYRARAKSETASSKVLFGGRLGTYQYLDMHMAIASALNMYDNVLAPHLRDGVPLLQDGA
MazEF act – activators of E. coli MazEF toxin-antitoxin RNase, primary screen, biochemical, fluorescence, uHTS; Endoribonuclease toxin MazF (Escherichia coli (strain K12)), P0AE70; FAM/BHQ RNA-DNA oligo cleavage fluorescence, 5 h; activation, % at 20 µM; 0.32% of 350,000 active; AID 504720, 2011; in the data active = activation above about 50%
BH1578 lux ind – inducers of Vibrio cholerae quorum light production without autoinducers, primary screen, BH1578 luxS cqsA deficient, single point; V. cholerae BH1578 lux reporter, luminescence, 6 h; AID 588436, 2011; 0.16% of 350,000 active; activation, % at 18.7 µM; in the data active = activation mostly above about 9.7%, no sharp cut-off; note: not every result past the cut was called active; inactives centre near 0; reference of the scale not given here
Mtb BioA inh – M. tuberculosis BioA enzyme inhibitors, primary screen, biochemical, plate reader, single point, HTS. 7,8-diaminopelargonic acid synthase BioA (Mycobacterium tuberculosis). inhibition, % at 9.99 µM. purified M. tuberculosis BioA enzyme. 0.096% of 360,000 active. AID 602481, 2012; in the data active = inhibition above about 40%
SARS 3CLpro inh – SARS-CoV 3CLpro protease inhibitors, primary screen, biochemical, quenched FRET; Replicase polyprotein 1ab (Severe acute respiratory syndrome coronavirus), P0C6X7; recombinant SARS-CoV 3CLpro, quenched FRET peptide cleavage; inhibition, % at 6 µM; 0.14% of 290,000 active; AID 1706, 2009; in the data active = inhibition above about 12%
Rv3671c inh – Rv3671c serine protease inhibitors, primary screen, biochemical, fluorescence polarization, M. tuberculosis H37Rv; P9WHR9; 0.048% of 320,000 active; inhibition, % at 5.96 µM; in the data active = inhibition above about 38%;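 note: extracellular domain of Rv3671c used as enzyme; 0% = enzyme with DMSO and 100% = no enzyme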
Target sequence (P9WHR9 whole entry, looked up, the tested form may be a part): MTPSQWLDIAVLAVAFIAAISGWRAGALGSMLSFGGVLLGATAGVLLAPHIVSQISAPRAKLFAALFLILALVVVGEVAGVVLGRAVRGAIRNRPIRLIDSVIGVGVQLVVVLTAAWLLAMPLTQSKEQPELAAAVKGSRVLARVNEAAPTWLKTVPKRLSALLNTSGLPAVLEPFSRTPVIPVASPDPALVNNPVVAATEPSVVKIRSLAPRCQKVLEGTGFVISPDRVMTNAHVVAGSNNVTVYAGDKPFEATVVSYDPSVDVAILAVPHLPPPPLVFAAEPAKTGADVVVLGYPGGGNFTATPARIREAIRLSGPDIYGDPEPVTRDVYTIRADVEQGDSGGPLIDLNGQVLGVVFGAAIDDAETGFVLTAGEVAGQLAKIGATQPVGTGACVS
FBA Mtb inh – Mtb FBA enzyme inhibitors, primary screen, biochemical, fluorescence, strain H37Rv. Fructose-bisphosphate aldolase (Mycobacterium tuberculosis (strain ATCC 25618 / H37Rv)), …. purified M. tuberculosis FBA, fluorescence read-out. inhibition, % at 1 µM. 2.3% of 360,000 active; in the data active = inhibition above about 27%;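 note: 0% = vehicle and 100% = reference inhibitor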
An asterisk follows results filed as active; i = inactive; x = no result given; & = joins results of further samples.

SMILES | SSB-PriA inh | VHR inh abs | GDH-TPI inh | Mtb UGM inh | MazEF act | BH1578 lux ind | Mtb BioA inh | SARS 3CLpro inh | Rv3671c inh | FBA Mtb inh
CN1CCN(c2nc(N)cc(=O)[nH]2)CC1 | -6 | 24 | -2 | -1.5 | 6 | 0.1 | -1.9 | 0 | 2 | 4
Cc1cc(=O)n2cccc(O)c2n1 | 3 | -3 | 6 | -0.3 | -9 | 0.2 | x | 5 | -5 | 75*
CCCCNC(=S)N(C)N=C1CCC(c2ccccc2)CC1 (centres undefined) | 1 | 17 | -6 | 0.4 | -4 | x | x | 3 | 3 | 0
Cn1c(=O)c2ncn(CC(=O)O)c2n(C)c1=O | -15 | 36 | 9 | 0.2 | -3 | i | x | -2 | -5 | 2
CCOc1ccc(C(=O)NC2CC(C)(C)NC(C)(C)C2)cc1 | -1 | -8 | -3 | 1.0 | 3 | 7.7 | -1.1 | 3 | -2 | -6
Cc1cc(C(=O)Nc2c(C)n(C)n(-c3ccccc3)c2=O)c2ccccc2n1 | -9 | 14 | -4 | 0.5 | 0 | -2.0 | -1.7 | 2 | 2 | -1
CC(C)(O)C#Cc1ccc(C(=O)NCc2ccccc2)s1 | -9 | x | -5 | -1.5 | 2 | -0.4 | x | 0 | -4 | -1
Cn1cc(CN2CCCC(C(=O)Nc3ccc(-c4cccc(F)c4)cc3)C2)cn1 (centres undefined) | 4 | 17 | 6 | -0.1 | -19 | i | 5.0 | 4 | 3 | -1
CCC(CC)n1[nH]c(=O)cc1N | -9 | 18 | 10 | -0.7 | 2 | i | -4.9 | 0 | 2 | 1
COc1ccc(OCC(=O)NNC(=O)c2cccs2)cc1 | -18 | 41 | -1 | -0.2 | -3 | i | -1.2 | -2 | -6 | 0
Cc1c(C(=O)N2CCOCC2)c(S(=O)(=O)Nc2ccccc2)c(C)n1C | 1 | 15 | 15 | -4.3 | 4 | -0.5 | -8.2 | 3 | 11 | 2
O=C(Nc1ccccc1Cl)C1CCCN(S(=O)(=O)c2ccc(-n3cnnn3)cc2)C1 (centres undefined) | -8 | 38 | -7 | 0.4 | 24 | -0.1 | x | 0 | 3 | 0
CC1CCN(C(=O)COc2ccccc2F)CC1 | -10 | 12 | 8 | 0.4 | 5 | i | -1.2 | 0 | 12 | 0
COc1ccc(C)cc1Cn1c(S(C)(=O)=O)nc2ccccc21 | -14 | -5 | -11 | 0.4 | 1 | i | -0.9 | -2 | -5 | -2
CC(=O)ON1C(C)(C)Cc2noc(N)c2C1(C)C | -12 | 22 | 1 | -0.6 | 0 | -12 | x | 4 | -1 | 1
CCCCNc1nc(N)ncc1[N+](=O)[O-] | -2 | 41 | 9 | 1.7 | 5 | i | -1.1 | -1 | -7 | -2
CS(=O)(=O)N1Cc2ccccc2CC1C(=O)OCC(=O)Nc1ccc2ccccc2c1 (centres undefined) | -11 | -4 | -4 | 0.8 | -4 | -0.5 | -0.5 | 3 | -20 | 2
CCc1cccc(C)c1NC(=S)N1CCCCC1c1cccnc1 (centres undefined) | -1 | 25 | 10 | 0.2 | 2 | -4.2 | -2.5 | 0 | -3 | -1
COc1cccc(C2C(C#N)=C(N)N(c3ncn[nH]3)C3=C2C(=O)CCC3)c1 (centres undefined) | 0 | -2 | 8 | -0.2 | 4 | -3.4 | x | -2 | 9 | 0
COc1ccc(CCN2CCCC(CN(C)C(=O)c3cc(C)oc3C)C2)cc1 (centres undefined) | -5 | 27 | 4 | -1.6 | -1 | -3.4 | 0.5 | 1 | -2 | 2
CN(C)c1ccsc1C(=O)NNS(=O)(=O)c1ccc(Cl)cc1 | 2 | x | -4 | 2.8 | -4 | 0.6 | -2.3 | x | -7 | 1
Cc1ccccc1C(=O)Nc1ccccc1Sc1ccccc1 | -84 | 14 | -11 | 2.3 | -8 | i | -1.2 | -1 | 2 | 8
O=C(c1ccc(S(=O)(=O)Nc2ccc(F)cc2)cc1)N1CCN(C(=O)c2ccco2)CC1 | -11 | -10 | 0 | 0.7 | -5 | -1.7 | -0.2 | 0 | -2 | 2
Nc1nc(SCC(=O)Nc2ccc(C(F)(F)F)cc2)[nH]c(=O)c1NC(=O)c1ccc(F)c(F)c1 | -4&-2 | 13 | 16 | 0.1 | -4 | i | -0.4 | 5 | -17 | 2
COc1ccc(/C=C/C(=O)N(CC(C)C)C2CCS(=O)(=O)C2)cc1 (centres undefined) | -13 | x | 10 | -2.3 | 3 | -0.7 | 0.3 | x | 2 | -2
COc1cc(/C=C(\C#N)C(=O)NCC2CCCO2)ccc1OCC(N)=O (centres undefined) | 1 | -8 | 17 | 0.4 | 14 | 2.8 | x | 2 | 4 | 1
CC(C)(C)c1ccc(C(=O)NCC(=O)OCC(=O)Nc2ccccc2[N+](=O)[O-])cc1 | 8 | 8 | 8 | -0.8 | 4 | -0.1 | x | 4 | 4 | 0
c1cn2cc(-c3ccc4c(c3)OCO4)nc2s1 | 12 | 5 | 4 | 2.1 | -14 | 3.6 | -0.1 | 2 | 11 | 9
O=C1NC(c2cn(-c3ccccc3)nc2-c2cccs2)C(C(=O)c2cccnc2)C(O)(C(F)(F)F)N1 (centres undefined) | 3 | 12 | 4 | 2.8 | 1 | 0.1 | 1.4 | 2 | 5 | 1
Cc1ccc(C(=O)NNC(=O)C2CCN(Cc3ccc(Cl)c(Cl)c3)CC2)cc1 | -18 | 10 | 0 | -2.0 | 9 | i | 0.8 | 4 | -1 | 1
Cc1ccccc1NC(=O)/C=C/c1cccc(C(F)(F)F)c1 | -8 | 6 | 0 | -3.1 | 2 | -1.8 | -0.8 | 1 | 1 | -2
NS(=O)(=O)c1cccc(NC(=O)COC(=O)CCc2ccccc2)c1 | -2 | -8 | 1 | 1.9 | 8 | i | 1.5 | -3 | -13 | 0
NC(=O)C1CCN(C(=O)CCCCCn2c(=O)[nH]c3ccsc3c2=O)CC1 | 1 | 0 | -10 | -0.4 | 8 | 7.5 | 2.8 | 2 | -4 | 5
CCOc1cccc(=NC2CCCCC2)c2c(C)n(C)c(C)c12 | 13 | -14 | 21 | 0.7 | 6 | -0.9 | 13 | 3 | 8 | 4
CC(C)N(C(=O)[C@H]1C[C@H](CC(=O)NCc2ccco2)C(=O)N2CCc3c([nH]c4cc(-c5ccco5)ccc34)[C@]12C)C(C)C | -2 | x | 3 | x | 11 | 0.9 | -1.1 | x | x | 21
COc1ccc(CN2CCCC2C(=O)Nc2ccc(OC)c(OC)c2)cc1OC (centres undefined) | 4 | 16 | 6 | -0.1 | 5 | 2.1 | -0.4 | -2 | 10 | -2
CC1CN(C(=O)c2ccncc2)CC(C)O1 (centres undefined) | -17 | 13 | x | -1.2 | -1 | x | x | 0 | 7 | x
O=C(NCCCN1CCOCC1)c1cc2nc(-c3ccco3)cc(C(F)(F)F)n2n1 | 4 | -8 | 10 | 1.9 | 4 | -0.1 | 0.3 | -4 | 9 | 23
COc1cc(NC(=O)C/C(C)=N/NC(=O)c2ccccn2)c(OC)cc1Cl | x | 21 | 2 | 1.0 | -5 | -0.4 | -0.7 | -9 | -1 | -4
O=C(Cc1ccc(Br)cc1)Nc1ccccc1N1CCCC1 | -8 | 6 | 14 | -3.4 | -1 | -0.2 | 0.1 | -1 | 6 | 1
CCOC(=O)CSc1cc(CS(C)(=O)=O)nc(-c2ccccn2)n1 | 1 | 7 | 3 | 0.6 | -5 | -0.5 | 1.0 | 0 | -1 | -2
COC(=O)c1c(-c2ccc(OC)cc2)sc2cc(OC)c(OC)cc12 | -40 | x | 8 | 6.3 | 9 | -1.2 | 1.1 | x | -5 | 19
CCCCCCCCNCCS(=O)(=O)NCc1ccccc1OC | -12 | x | 7 | x | 9 | -0.7 | 5.9 | x | x | -3
CCOC(=O)N1CCC2(CC1)NC(=O)c1ccccc1N2 | x | x | 9 | x | 1 | -6.0 | x | x | x | 85*
O=C(NNS(=O)(=O)c1ccc([N+](=O)[O-])cc1)c1cnn(-c2ccccc2)c1-n1cccc1 | -2 | 22 | -4 | 1.8 | 2 | -5.0 | 0.0 | 2 | -2 | -2
CCn1c(SCC(=O)Nc2nc3ccccc3s2)nnc1-c1ccc(Br)cc1 | -17 | -2 | 6 | 0.0 | 2 | x | -2.4 | 3 | -2 | -1
CCCc1cc(=O)n2[nH]c(-c3ccco3)nc2n1 | -10 | 29 | 2 | 0.3 | -5 | -0.2 | -5.0 | 2 | -14 | 12
CC1CCN(S(=O)(=O)c2cccc(C(=O)NCc3ccco3)c2)CC1 | 3 | -16 | -3 | -0.7 | -11 | i | 2.2 | 4 | 8 | 0
CN1CCN(CC(O)COc2ccc(OCC(O)CN3CCN(C)CC3)cc2)CC1 (centres undefined) | 1 | 14 | 3 | -2.2 | 14 | -0.4 | 0.6 | -2 | -1 | 6
O=C(NC1CCCCCCC1)c1ccc(S(=O)(=O)N2CCCC2)cc1 | -12 | 11 | 5 | 2.4 | 0 | -3.1 | -0.3 | -4 | 0 | -1
CCN(CC)CCNCc1ccc(Br)cc1OCC(=O)NCc1ccccc1 | 5 | 28 | -8 | 2.7 | 3 | i | 8.6 | 3 | 4 | -4
COc1cc2ccccc2cc1C(=O)NCC(c1cccs1)N(C)C (centres undefined) | 7 | 18 | -3 | 1.5 | 13 | -0.2 | x | 3 | 1 | 10
CC1(C(=O)Nc2ccc(Cl)cc2)Cc2c(-c3ccc4c(c3)OCO4)ccnc2O1 (centres undefined) | x | x | -1 | x | x | -1.2 | 2.7 | x | x | 11
O=C(CN(C(=O)c1csnn1)c1ccccc1)NCc1ccc2c(c1)OCO2 | 2 | -3 | -7 | -1.1 | -9 | -0.3 | -0.3 | 5 | 3 | -2
CCOC(=O)c1oc2ccc(OC)cc2c1NC(=O)CN1CCN(C)CC1 | -15 | 29 | 3 | -3.9 | 12 | i | x | -4 | -1 | 40*
Cc1cccc(-n2ncc3c2CCCC3NC(=O)Cn2cccn2)c1C (centres undefined) | -1 | 12 | 0 | 0.1 | -3 | -0.3 | -3.0 | -1 | -1 | 1

Part of the list above, comma-delimited:
structure,SSB-PriA inh,VHR inh abs,GDH-TPI inh,Mtb UGM inh,MazEF act,BH1578 lux ind,Mtb BioA inh,SARS 3CLpro inh,Rv3671c inh,FBA Mtb inh
CCN(CC)CCNCc1ccc(Br)cc1OCC(=O)NCc1ccccc1,5,28,-8,2.7,3,i,8.6,3,4,-4
COc1cc2ccccc2cc1C(=O)NCC(c1cccs1)N(C)C (centres undefined),7,18,-3,1.5,13,-0.2,x,3,1,10

Part of the list above in order of molecular weight, high to low:
SMILES | SSB-PriA inh | VHR inh abs | GDH-TPI inh | Mtb UGM inh | MazEF act | BH1578 lux ind | Mtb BioA inh | SARS 3CLpro inh | Rv3671c inh | FBA Mtb inh
CN1CCN(CC(O)COc2ccc(OCC(O)CN3CCN(C)CC3)cc2)CC1 (centres undefined) | 1 | 14 | 3 | -2.2 | 14 | -0.4 | 0.6 | -2 | -1 | 6
COc1cc2ccccc2cc1C(=O)NCC(c1cccs1)N(C)C (centres undefined) | 7 | 18 | -3 | 1.5 | 13 | -0.2 | x | 3 | 1 | 10
CCCc1cc(=O)n2[nH]c(-c3ccco3)nc2n1 | -10 | 29 | 2 | 0.3 | -5 | -0.2 | -5.0 | 2 | -14 | 12

Not all compounds are listed; rates above refer to the full screens.
